Screening results deposited in PubChem by several laboratories.
TRPC4 agonist = opens the mouse TRPC4 cation channel; Q9QUQ5; HEK293 TRPC4beta/mu-opioid, Fluo4 calcium fluorescence; hits give high values; B-score at 10 µM; 0.49% of 310,000 active;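 active means B-score above 5 SD of library B-scores, and initial fluorescence ratio not above library mean plus 5 SD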;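 further: positive B-score marks a calcium rise read as TRPC4 activation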
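system = HEK293 cells stably co-expressing mouse TRPC4beta and mu-opioid receptor | schedule = Fluo4 dye loading 45 min at room temperature, 110 s recording | measure = B-scored integrated calcium fluorescence ratio | signal = Fluo4 calcium-sensitive dye fluorescence, kinetic, 1 Hz baseline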
TRPC4 block = inhibitors of mouse TRPC4 channel; B-score at 10 µM; AID 2247; HEK293 TRPC4beta/mu-opioid, DAMGO-evoked Fluo4 calcium flux; hits give low values; 0.39% of 300,000 active;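 active means B-score over 3 SD under the library average, no early fluorescence shift, positive overall ratio signal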
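System: stable TRPC4beta/mu-opioid receptor HEK293 cells; Dosing: single-point compound dosing; Measured by: Fluo4 Ca2+ flux fluorescence; Read-out basis: per-well B score of integrated baseline-normalized Fluo4 ratio.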
MrgX1 allo act = allosterically activates human MrgX1 receptor signaling; AID 588675; 0.63% of 310,000 active; Q96LB2; MrgX1-HEK293, Fluo-4 calcium flux, FDSS; hits give high values; B-score at 10 µM;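 active means plate-corrected calcium response at least 3 library SD above typical, normal starting fluorescence, not activating the receptor alone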;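 further: compound read alongside a low EC10 to EC30 dose of BAM8-22 agonist; peak minus trough fluorescence over baseline measured at the second addition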
Target sequence (Q96LB2 whole entry, looked up): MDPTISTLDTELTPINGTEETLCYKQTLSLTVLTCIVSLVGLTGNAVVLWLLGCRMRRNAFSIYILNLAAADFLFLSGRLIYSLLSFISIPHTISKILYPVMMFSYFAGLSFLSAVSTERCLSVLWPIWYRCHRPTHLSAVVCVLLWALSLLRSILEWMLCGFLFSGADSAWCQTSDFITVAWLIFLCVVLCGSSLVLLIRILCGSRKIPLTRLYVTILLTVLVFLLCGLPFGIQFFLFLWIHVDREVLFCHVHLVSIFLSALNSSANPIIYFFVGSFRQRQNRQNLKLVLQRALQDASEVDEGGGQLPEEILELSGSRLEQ
TRPC6 inhibitor = inhibitors of mouse TRPC6 channel | HEK293-TRPC6, membrane potential dye, ACh-evoked depolarization; hits give low values | B-score at 10 µM | 1.1% of 310,000 active | AID 2553;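 active means B-score under library mean minus 3 SD, initial fluorescence not abnormally high, positive integrated signal ratio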;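 further: B-score derived from integrated fluorescence ratio over the kinetic read; more negative B-score means stronger inhibition of depolarization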
PolyA inhibitor = yeast polyadenylation inhibition; S. cerevisiae SKY197-pL101 polyadenylation reporter, beta-gal luminescence; efflux-impaired pdr1/pdr3 knockout yeast; score 100 = 6 SD above DMSO; 0.02% of 300,000 active; calls only at 12 µM;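 active means lowest replicate activity score at least 50, where 100 means six control SD above control mean; inconclusive means lowest score under 50 but half or more replicates reach 50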;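 further: yeast exposed to compound for 9 h at 30 °C; higher score means more reporter readthrough which indicates perturbed polyadenylation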
HIF act = HIF pathway transcriptional activation; U2OS HRE-luciferase reporter, luminescence; normalized: DMSO 0%, desferrioxamine 100%; AID 1910; activation, % at 7.5 µM (by protocol); 0.32% of 300,000 active;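 active means mean activation of at least 10% of the iron chelator positive control signal, with at least half of replicates also reaching 10%; inconclusive means mean and replicate majority disagree about reaching 10%; inactive means mean and most replicates under 10%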
MrgX1 agonist = activates human MrgX1 receptor signaling; 0.44% of 310,000 active; AID 588627; B-score at 10 µM; Q96LB2; MrgX1-HEK293 cells, Fluo-4 calcium fluorescence, agonist mode; hits give high values;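 active means calcium response B-score plate-corrected fluorescence ratio at least 3 library SD, with starting fluorescence B-score inside 5 SD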
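Material: MrgX1-expressing HEK293 cells / Dosing: compound as first of three additions / Incubation: overnight seeding, then 1 h dark dye loading / Signal: Fluo-4 NW calcium fluorescence / Evaluation: B-scored fluorescence response ratio / Benchmarks: positive and negative control wells on each plate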
TRPC4 PAM = allosterically enhances the mouse TRPC4 cation channel | Q9QUQ5 | 0.42% of 310,000 active | HEK293 TRPC4beta/mu-opioid, DAMGO EC20, Fluo-4 Ca2+ flux; hits give high values | B-score at 10 µM;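 active means B-score of calcium response area above 5 SD of library B-scores, with initial fluorescence ratio within 5 SD of library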;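 further: B-score of integrated fluorescence ratio over time as area under calcium response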
MrgX1 antag = human MrgX1 receptor antagonism, primary screen | Q96LB2 | MRGX1-HEK293 calcium flux, Fluo-4, BAM8-22 antagonism; hits give low values | B-score at 10 µM | 1.3% of 310,000 active | AID 588676;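 active means calcium-response B-score plate-corrected more than 3 library SD below zero, starting fluorescence within 5 deviations, no agonist response on first addition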;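 further: peak minus trough fluorescence over baseline after final BAM8-22 challenge near maximal dose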
AI-2 QS modul = Vibrio harveyi AI-2 quorum sensing modulation. 0.4% of 300,000 active. activity change, % at 7.5 µM. Vibrio harveyi JMH597 AI-2 luminescence/OD600 ratio, 9 h; hits give low values; strain lacks LuxN and CqsS sensors; 0 = neutral-control median; in the data active means activity change below about -75%, passing the limit was not always enough; inconclusive means no clear call, values can overlap the other calls;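 further: luminescence divided by OD600 gain over 9 h not by final OD600 alone; inactives centre near 13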
TRPC6 act = activates the mouse TRPC6 cation channel. HEK293-TRPC6 membrane potential dye fluorescence; hits give high values. Q61143. AID 2550. B-score at 10 µM. 0.13% of 310,000 active;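 active means B-score of the integrated fluorescence ratio above library mean plus 3 SD, and starting fluorescence ratio within library mean plus 5 SD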;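 further: higher score means more depolarization so channel activation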
* marks the source's active call; other numbers are inactive results; i = inactive; ? = inconclusive; nt = not tested or not shown.

SMILES	TRPC4 agonist	TRPC4 block	MrgX1 allo act	TRPC6 inhibitor	PolyA inhibitor	HIF act	MrgX1 agonist	TRPC4 PAM	MrgX1 antag	AI-2 QS modul	TRPC6 act
c1ccc(-c2ccc3c(n2)CCCO3)cc1	i	i	i	i	i	1.7	i	i	i	3.4	i
CCOC(=O)c1c(NC(=O)CCC(=O)O)sc2c1CCCCC2	i	i	i	i	i	?	i	i	i	23.2	i
CCc1c(O)nc(SCC(=O)NC(C)(C)C)n(-c2ccccc2)c1=O	i	i	i	i	i	-0.5	i	i	i	11.2	i
Cc1ccc(C(=O)O)cc1N1C(=O)CCCC1=O	i	i	i	i	i	-0.2	i	i	i	28.2	i
COc1ccc(N2C(=NC(=O)CCC3CCCC3)SC3CS(=O)(=O)CC32)cc1 (stereo not given)	i	i	i	i	i	70.8*	i	i	i	29.0	i
CC1CC(C)CN(C(=O)/C=C/c2ccc([N+](=O)[O-])s2)C1 (stereo not given)	i	i	nt	i	i	0.5	nt	i	nt	4.9	i
O=C(c1ccco1)N1CCN=C1SCc1cccc(Cl)c1	i	i	i	i	i	nt	i	i	i	14.6	i
CCOc1ccc(-c2[nH]ncc2Oc2ccccc2OC)c(O)c1	i	i	i	i	i	-0.1	i	i	i	5.1	i
CCOC(=O)Cn1nc(C)n(-c2ccc(Br)cc2)c1=O	i	i	i	i	i	-0.1	i	i	i	13.0	i
CSc1ccc(N2CCN(CCCNC(=O)Nc3ccccc3F)CC2)cc1	i	i	i	i	i	-0.6	i	i	i	16.6	i
COc1ccc(C2C(C(C)=O)=C(O)C(=O)N2c2ccc(C)cc2)cc1 (stereo not given)	i	i	i	i	i	-9.3	i	i	i	-8.0	i
O=C(CSc1nccc(=O)[nH]1)c1cc2ccccc2o1	i	i	i	i	i	0.1	i	i	i	2.8	i
COc1ccc(Br)c2oc(SC)cc(=O)c12	i	i	i	i	i	0.1	i	i	i	-1.3	i
Cc1ccc(SCC(=O)Nc2ccc(F)cc2[N+](=O)[O-])cc1C	i	i	i	i	i	-0.5	i	i	i	-19.3	i
COc1cccc(C(=O)Nc2ccc(S(=O)(=O)Nc3onc(C)c3C)cc2)c1	i	i	i	i	i	-0.1	i	i	i	26.2	i
Cc1ccc(/C=C/C(=O)Nc2ccc(N(C)C)cc2)o1	i	i	i	i	i	3.6	i	i	i	22.7	i
Oc1[nH]c2ccc(Br)cc2c1N=Nc1ccc(F)cc1	i	i	i	i	i	0.1	i	i	i	-2.6	i
O=C(c1ccccc1N1CCOCC1)N1CCCC(Nc2ccc(F)cc2)C1 (stereo not given)	i	i	i	i	i	-0.2	i	i	i	nt	i
CC(Sc1c[nH]c2ccccc12)C(=O)O (stereo not given)	i	i	i	i	i	0.1	i	i	i	1.6	i
O=C(/C=C/c1cccs1)Nc1cccc(NC(=O)/C=C/c2cccs2)n1	i	i	i	i	i	1.5	i	i	i	39.7	i
CSc1nnc(-c2sccc2OCc2ccccc2)n1C	i	i	i	i	i	-0.1	i	i	i	16.3	i
Oc1ccc2ccccc2c1CNc1ccccn1	i	i	i	i	i	0.6	i	i	i	11.3	i
O=C(CN1C(=O)c2ccc([N+](=O)[O-])cc2C1=O)NC1CCS(=O)(=O)C1 (stereo not given)	i	i	i	i	i	-0.7	i	i	i	18.8	i
Oc1ccccc1-c1nc(NC2CCCC2)c2ccccc2n1	i	i	i	i	i	-0.4	i	i	i	14.6	i
O=C(CN1C(=O)COc2ccccc21)N1CCCc2ccccc21	i	i	i	i	i	0.1	i	i	i	nt	i
COC(=O)c1ccc(CON2C(=O)c3ccccc3C2=O)cc1	i	i	i	i	i	-0.1	i	i	i	18.2	i
CC(C)(C)NC(=O)Cn1c(=O)oc2ccc(Cl)cc21	i	i	i	i	i	0.1	i	i	i	3.5	i
CCCn1c(SCCN2C(=O)c3ccccc3C2=O)n[nH]c1=O	i	i	i	i	i	0.1	i	i	i	15.6	i
NC(=O)NC(=O)CSc1nc2cc([N+](=O)[O-])ccc2n1-c1cccc(C(F)(F)F)c1	i	i	i	i	i	0.5	i	i	i	31.7	i
COc1ccc(-c2nn(C)c(=O)[nH]2)cc1	i	i	i	i	i	-0.6	i	i	i	17.0	i
Cc1ccc(-c2nc(-c3ccccn3)no2)cc1[N+](=O)[O-]	i	i	i	i	i	-4.3	i	i	i	17.2	i
Cn1c(=O)c(NCCc2ccccc2)c2c3c(cccc31)C(=O)c1ccccc1-2	i	i	i	i	i	-0.4	i	i	i	10.4	i
O=C(CN1CCC(NC(=O)c2ccc(Br)cc2)CC1)NCc1cccs1	i	i	i	i	i	1.4	i	i	i	-1.1	i
CCOc1ccc(C(=O)N2CCN(c3cnn(-c4ccccc4)c(=O)c3Cl)CC2)cc1	i	i	i	i	i	-0.3	i	i	i	12.0	i
O=C(Nc1cc(S(=O)(=O)Nc2ccccc2Cl)ccc1O)c1cc2c(s1)CCCC2	i	i	i	i	i	1.3	i	i	i	19.7	i
CCN(CC)c1nc(-c2ccc(C(=O)NN)cc2)nc(-c2ccc(C(=O)NN)cc2)n1	i	i	i	i	i	0.7	i	i	i	31.9	i
COc1ccc(-c2noc(-c3ccc(Br)o3)n2)cc1	i	i	i	i	i	3.1	i	i	i	5.8	i
CC1=C(C(=O)Nc2ccccn2)C(c2ccccc2)n2ncnc2N1 (stereo not given)	i	i	i	i	i	0.5	i	i	i	10.7	i
COc1cccc(/C=N/n2c(C)nc3ccccc32)c1OC	i	i	i	i	i	1.4	i	i	i	20.6	i
Cc1ccc(NC2SC(=O)N(Cc3cccc(C(=O)O)c3)C2=O)c(C)c1 (stereo not given)	i	i	i	i	i	-0.4	i	i	i	29.9	i
COCCN1CC(C(=O)N2CCC(Oc3ccccc3OC)CC2)CCC1=O (stereo not given)	i	i	i	i	i	0.4	i	i	i	2.3	i
CN(c1ccccc1)S(=O)(=O)c1cccc(NC(=O)Cn2cnc3c2c(=O)n(C)c(=O)n3C)c1	i	i	i	i	i	0.0	i	i	i	16.5	i
Cc1cccc(NC(=O)COC(=O)Cc2cccs2)c1C	i	i	i	i	i	-0.2	i	i	i	10.4	i
O=C(O)CCN1C(=O)CC(N2C(=O)/C(=C/c3ccc(Cl)cc3)SC2=S)C1=O (stereo not given)	i	i	i	i	i	0.2	i	i	i	11.4	i
Cc1ccccc1C(=O)NC(CC(C)C)C(=O)OCC(=O)c1c(N)n(C)c(=O)n(C)c1=O (stereo not given)	i	i	i	i	i	-0.3	i	i	i	5.8	i

Continued; the last 2 above are carried over.
SMILES	TRPC4 agonist	TRPC4 block	MrgX1 allo act	TRPC6 inhibitor	PolyA inhibitor	HIF act	MrgX1 agonist	TRPC4 PAM	MrgX1 antag	AI-2 QS modul	TRPC6 act
O=C(O)CCN1C(=O)CC(N2C(=O)/C(=C/c3ccc(Cl)cc3)SC2=S)C1=O (stereo not given)	i	i	i	i	i	0.2	i	i	i	11.4	i
Cc1ccccc1C(=O)NC(CC(C)C)C(=O)OCC(=O)c1c(N)n(C)c(=O)n(C)c1=O (stereo not given)	i	i	i	i	i	-0.3	i	i	i	5.8	i
COc1ccc(NC(=O)c2cc(-c3ccccc3Cl)no2)cc1	i	i	i	i	i	0.3	i	i	i	18.8	i
CC(=O)Nc1ccc(S(=O)(=O)N2CCC(C(=O)NCCC(=O)Nc3ccccc3)CC2)cc1	i	i	i	i	i	-0.8	i	i	i	16.9	i
CSc1ccc(C(=O)C2CCCN(C(=O)Cn3cnnn3)C2)cc1 (stereo not given)	i	i	i	i	i	-0.1	i	i	i	22.1	i
COCCNC(=O)C(c1ccc(C)cc1)N(CCOC)C(=O)CCC(=O)Nc1nccs1 (stereo not given)	i	i	i	i	i	-0.3	i	i	i	21.5	i
COc1ccc2c(-c3ccccc3)cc(N3CCOCC3)nc2c1	i	i	i	i	i	-0.9	i	i	i	24.5	i
CCCC/C(C)=N\NC(=O)CNS(=O)(=O)c1ccc([N+](=O)[O-])cc1	i	i	i	i	i	-0.2	i	i	i	25.6	i
O=C(Nc1cccc(-n2cnnn2)c1)c1cc2ccccc2o1	i	i	i	i	i	-0.3	i	i	i	4.6	i
O=C(NCc1ccccn1)c1ccc2c(c1)N(Cc1ccccc1)CCS2	i	i	i	i	i	0.1	i	i	i	-2.1	i
O=C(O)CN1C(c2ccccc2O)Nc2ccc(Br)cc2C1c1ccccc1 (stereo not given)	i	-5*	nt	i	i	0.1	nt	i	nt	15.4	i
O=C(NCc1cccs1)c1nc2ncccn2n1	i	i	i	i	i	-0.2	i	i	i	7.6	i
O=S(=O)(c1ccccc1)N1c2cc(Cl)ccc2Oc2nc3ccccc3nc21	i	i	i	i	i	nt	i	i	i	-6.4	i
O=C(NCC(=O)N1CCCC(C(F)(F)F)C1)c1ccc(Oc2ccccc2)cc1 (stereo not given)	i	i	i	i	i	-0.5	i	i	i	6.1	i
C=CCNC(=O)c1ccc(OC)cc1OC	i	i	i	i	i	0.2	i	i	i	27.4	i
CCOc1ccc(NC(=O)c2[nH]c(C)c(C(C)=O)c2C)cc1	i	i	i	i	i	0.3	i	i	i	4.3	i
Cc1cc(C)cc(NS(=O)(=O)c2c(C)[nH]c(=O)[nH]c2=O)c1	i	i	i	i	i	0.2	i	i	i	5.7	i
CCC(=O)Nc1ccc(S(=O)(=O)Nc2c(C)nc3nc[nH]n3c2=O)cc1	i	i	i	i	i	-0.1	i	i	i	15.2	i
COc1ccc(NC(=O)NC2CCCCCCC2)cc1OC	i	i	i	i	i	1.4	i	i	i	21.6	i
COc1ccc(C(CNC(=O)c2cccc(NS(=O)(=O)c3ccc(C)c(F)c3)c2)N2CCCC2)cc1 (stereo not given)	i	i	i	i	i	-0.1	i	i	i	15.0	i
O=C(c1cc(-c2ccccc2)nc2ccccc12)N1N=C(C(F)F)CC1(O)C(F)F (stereo not given)	i	i	i	i	i	0.0	i	i	i	25.1	i
CCCc1nc2c(nnn2Cc2ccccc2)c(=O)[nH]1	i	i	i	i	i	-0.3	i	i	i	15.6	i
C#CCn1cc(/C=N/NC(=O)c2cc3ccccc3o2)c2ccccc21	i	i	i	i	nt	-0.6	i	i	i	44.6	i

The list is partial; the hit share may differ from the screen's.
